# ABCB6 inh 2: blocks the human ABCB6 transporter | K562-ABCB6 porphyrin accumulation, flow cytometry, 1 h; hits give low values | AID 602162 | Q9NP58 | 360,000 compounds, 0.19% hits | fluorescence ratio to DMSO, % at 10 µM;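 active = fluorescence ratio to DMSO below 75%, the collection mean minus 3 SD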;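 note: signal is porphyrin accumulated inside mitochondria; 100% equals median channel fluorescence of DMSO control wells; lower ratio means ABCB6 inhibition with less porphyrin fluorescence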
# aDG glyco act: increases alpha dystroglycan glycosylation | Pro5-aDG cells, alpha-DG glycosylation AlphaScreen (IIH6); 0% Pro5, 100% B10-LARGE cell signal | activation, % at 10 µM | 360,000 compounds, 0.22% hits | AID 624168;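 active = activation of at least 8% versus controls, or a plate z-score of at least 8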;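 note: Pro5 are CHO cells carrying HIG-tagged alpha-DG that lacks glycosylation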
# Exocytosis inh: lytic granule exocytosis inhibition. TALL-104 LAMP-1 surface exposure, flow cytometry; cells stimulated with thapsigargin and PMA. inhibition, % at 10 µM. 360,000 compounds, 0.66% hits. AID 651702;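 active = inhibition above about 55%, limit read from the data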
# m5-HT2A agonist: agonists of mouse serotonin 5-HT2A receptor (HTR2A); CHO-K1 mHTR2A beta-arrestin complementation, luminescence; percent of 30 µM serotonin response; activation, % at 7.6 µM; 360,000 compounds, 0.66% hits;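 active = activation above a run cutoff, the mean activation of all tested compounds plus 3 SD, cut at about 14% in these data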;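 note: 0% = plate median of compound wells and 100% = 30 µM serotonin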
# Target sequence (P35363 whole entry, looked up): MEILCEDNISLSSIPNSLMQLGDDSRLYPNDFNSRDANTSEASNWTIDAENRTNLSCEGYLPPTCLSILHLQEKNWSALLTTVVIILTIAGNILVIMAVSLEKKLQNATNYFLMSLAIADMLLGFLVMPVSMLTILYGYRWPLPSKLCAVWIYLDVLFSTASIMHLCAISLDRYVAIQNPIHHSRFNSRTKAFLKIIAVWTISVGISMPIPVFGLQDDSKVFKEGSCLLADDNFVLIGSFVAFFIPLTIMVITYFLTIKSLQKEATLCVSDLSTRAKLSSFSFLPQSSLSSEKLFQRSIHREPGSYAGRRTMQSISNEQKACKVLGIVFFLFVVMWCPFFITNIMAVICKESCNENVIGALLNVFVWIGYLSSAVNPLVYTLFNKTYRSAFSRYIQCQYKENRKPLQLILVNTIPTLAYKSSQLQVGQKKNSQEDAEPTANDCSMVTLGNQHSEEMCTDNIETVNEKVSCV
# iPSC survival up: enhancers of human iPSC single-cell survival; survival enhancement, % at 20 µM; 360,000 compounds, 0.044% hits; hiPSC single-cell survival, ATPlite luminescence; 100% = ROCK inhibitor wells, 0% = DMSO; in the data active = survival enhancement above about 18%;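 note: cells exposed to compounds for 16 hours before the ATP read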
# MC4R antagonist: blocks human MC4R cAMP signaling | AID 540295 | MC4R-expressing cells, MTII-stimulated cAMP, LANCE TR-FRET | 360,000 compounds, 0.48% hits | inhibition, % at 6.5 µM | P32245;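 active = inhibition above its plate's cutoff, the mean of tested wells on that plate plus 3 SD, cut at about 29% in these data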;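 note: 0% = Melanotan II alone and 100% = Melanotan II plus saturating MCL0020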
# Target sequence (P32245 whole entry, looked up): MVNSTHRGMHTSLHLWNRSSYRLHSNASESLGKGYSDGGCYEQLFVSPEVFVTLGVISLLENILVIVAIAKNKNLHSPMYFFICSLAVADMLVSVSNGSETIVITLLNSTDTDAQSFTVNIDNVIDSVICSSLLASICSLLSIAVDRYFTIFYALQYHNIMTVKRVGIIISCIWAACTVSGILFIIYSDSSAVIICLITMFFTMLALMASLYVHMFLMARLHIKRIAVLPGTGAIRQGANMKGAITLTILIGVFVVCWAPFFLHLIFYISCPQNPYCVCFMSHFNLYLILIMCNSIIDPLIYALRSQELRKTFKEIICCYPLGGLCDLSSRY
#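 Assay system: U2OS cells stably expressing human melanocortin 4 receptor (MC4R) / Dosing: 6.5 µM / Timing: compound 30 min, challenge 1 h, detection 1 h / Measured by: Eu-cAMP/anti-cAMP TR-FRET, emission 671 nm / Replicates: singlicate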
# Cardio protect: protects H9c2 cardiomyocytes from peroxide injury; H2O2 injury protection, ATPLite, 2 h; protection from H2O2 cell death, % at 20 µM; 360,000 compounds, 0.63% hits;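 active = compounds giving at least 50% protection of heart cells from peroxide-induced death in the single-dose screen, raw or plate-pattern-corrected value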;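 note: 0% = DMSO wells with peroxide and 100% = DMSO wells without peroxide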
# N-glyco inh: N-linked glycosylation inhibition | D54 ERlucT glycosylation luciferase reporter, 24 h; percent of 100 nM tunicamycin response | reporter increase, % at 12.5 µM | 360,000 compounds, 0.23% hits | AID 588692;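 active = mean luciferase reporter signal, scaled so untreated is 0 and the glycosylation-blocking control 100, at or above a set limit in every replicate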;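 note: luciferase carries N-glycosylation sites so blocking glycosylation raises the light; 0% = median of neutral control wells and 100% = median of 100 nM tunicamycin wells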
# MC4R barr agon: human MC4R agonism via beta-arrestin; 360,000 compounds, 0.98% hits; U2OS MC4R beta-arrestin complementation, luminescence; percent of melanotan II response, DMSO zero; P32245; activation, % at 8.9 µM;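 active = activation above a per-plate cutoff, the mean activation of sample wells on that plate plus 3 SD, cut at about 8% in these data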
# ABHD5 PLIN5 PPI: blocks binding of human ABHD5 to perilipin-5. Q00G26+Q8WTS1. Split G. princeps luciferase complementation, luminescence, 4 h. inhibition, % at 4 µM. 360,000 compounds, 0.78% hits. AID 602281;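 active = inhibition above the mean inhibition across every tested compound plus 3 SD, cut at about 22% in these data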;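 note: 0% = DMSO only wells and the 100% control is not disclosed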
# Starred values were filed as active, the others as inactive; · = not tested or not shown.
SMILES,ABCB6 inh 2,aDG glyco act,Exocytosis inh,m5-HT2A agonist,iPSC survival up,MC4R antagonist,Cardio protect,N-glyco inh,MC4R barr agon,ABHD5 PLIN5 PPI
CCCc1cc(=O)oc2c(C)c(OCC(=O)N3C[C@H]4C[C@@H](C3)c3cccc(=O)n3C4)ccc12,93.0,-0.3,1.4,0.8,5.9,-2.3,-0.1,-3.1,0.6,0.1
Oc1ccccc1OCc1nc2ccccc2s1,102.0,-0.3,-1.6,-5.5,-1.0,-4.7,-3.0,-0.6,-2.9,-9.4
O=C(NCC(=O)N(Cc1ccccc1)C(C(=O)NC1CCCC1)c1cccnc1)c1ccco1 (stereo not drawn),99.0,0.3,0.3,-3.5,-2.7,4.7,4.0,1.0,-1.5,14.2
COc1cccc(C(C(=O)NC2CCCC2)N2CCN(c3cc(C)nc4ccccc34)CC2)c1OC (stereo not drawn),·,0.3,-2.4,-0.4,·,·,·,·,·,-0.3
O=C(CCc1ccccc1)NN1C(=O)C2C3C=CC(C3)C2C1=O (stereo not drawn),86.0,0.3,-1.7,-3.4,-0.7,-0.3,12.9,-0.1,-4.2,1.9
Cc1cc(N(C)C)ccc1N=Nc1ccc(N)cc1,94.0,-0.2,3.7,-0.4,-0.5,10.4,-10.6,-11.5,-1.5,2.7
Cc1ccc(NC(=O)C2(S(=O)(=O)c3ccc(Cl)cc3)CC2)cc1,105.0,0.1,-6.0,-3.3,-0.7,1.6,-1.6,0.8,0.3,-2.2
CC(=O)N1CCN(C(=S)c2ccc(-c3ccc(Cl)cc3)o2)CC1,99.0,0.5,3.3,-3.4,1.2,4.6,20.7,-1.2,-1.8,-6.8
Cc1cc(Oc2nc3c(C)cccn3c(=O)c2/C=C(\C#N)S(=O)(=O)c2ccccc2)ccc1Cl,99.0,-0.4,12.2,8.1,-1.6,0.1,-12.0,4.6,-1.0,-3.2
O=C(CCCCCNC(=O)N1CCn2c1nc1ccccc12)N[C@H](C(=O)O)c1ccccc1,98.0,0.2,-2.8,0.4,1.3,2.1,2.2,3.3,0.2,-2.4

# An excerpt from above in order of SMILES length, highest first:
SMILES,ABCB6 inh 2,aDG glyco act,Exocytosis inh,m5-HT2A agonist,iPSC survival up,MC4R antagonist,Cardio protect,N-glyco inh,MC4R barr agon,ABHD5 PLIN5 PPI
CCCc1cc(=O)oc2c(C)c(OCC(=O)N3C[C@H]4C[C@@H](C3)c3cccc(=O)n3C4)ccc12,93.0,-0.3,1.4,0.8,5.9,-2.3,-0.1,-3.1,0.6,0.1
Cc1cc(Oc2nc3c(C)cccn3c(=O)c2/C=C(\C#N)S(=O)(=O)c2ccccc2)ccc1Cl,99.0,-0.4,12.2,8.1,-1.6,0.1,-12.0,4.6,-1.0,-3.2
O=C(NCC(=O)N(Cc1ccccc1)C(C(=O)NC1CCCC1)c1cccnc1)c1ccco1 (stereo not drawn),99.0,0.3,0.3,-3.5,-2.7,4.7,4.0,1.0,-1.5,14.2
CC(=O)N1CCN(C(=S)c2ccc(-c3ccc(Cl)cc3)o2)CC1,99.0,0.5,3.3,-3.4,1.2,4.6,20.7,-1.2,-1.8,-6.8
O=C(CCc1ccccc1)NN1C(=O)C2C3C=CC(C3)C2C1=O (stereo not drawn),86.0,0.3,-1.7,-3.4,-0.7,-0.3,12.9,-0.1,-4.2,1.9
Cc1cc(N(C)C)ccc1N=Nc1ccc(N)cc1,94.0,-0.2,3.7,-0.4,-0.5,10.4,-10.6,-11.5,-1.5,2.7

# Next records follow.
SMILES,ABCB6 inh 2,aDG glyco act,Exocytosis inh,m5-HT2A agonist,iPSC survival up,MC4R antagonist,Cardio protect,N-glyco inh,MC4R barr agon,ABHD5 PLIN5 PPI
COc1ccc(S(=O)(=O)N2CCOCC2)cc1NC(=O)c1c(C)noc1C,97.0,-0.1,28.9,0.2,0.7,5.6,1.8,1.4,-2.3,-2.2
COC(=O)CC1(C(=O)OC)Oc2ccccc2C(=O)N1c1ccc(F)cc1F (stereo not drawn),94.0,0.0,-1.8,9.0,0.6,4.2,7.0,-1.2,-2.4,6.6
CCOC(=O)c1c(NC(=O)c2cnn3c2NC(c2cccc(OC)c2)CC3C(F)(F)F)sc2c1CCCC2 (stereo not drawn),102.0,-0.1,-3.1,-0.8,5.2,18.0,-2.7,-1.2,-1.2,4.0
Cc1ccc([N+](=O)[O-])c2c1C(N1CCCC1)C(C)(C)O2 (stereo not drawn),94.0,-0.6,-1.8,1.2,3.7,4.0,2.5,0.8,-0.1,0.6
CC(Sc1nncs1)C(=O)Nc1ccc2c(c1)OCCO2 (stereo not drawn),95.0,0.2,-1.2,0.7,-0.5,2.4,3.6,-0.2,4.7,11.8
COc1ccc(C=C(C(C)=O)C(C)=O)cc1OC,87.0,0.0,1.7,-2.8,2.8,4.1,7.6,3.6,-0.9,1.9
O=c1[nH]nc(Cc2ccccc2)c2ccccc12,98.0,0.1,-3.2,-2.5,3.4,6.4,64.3*,0.0,-1.7,2.1
CCOC(=O)c1ccccc1NS(=O)(=O)c1ccccc1,94.0,-0.1,-1.5,-6.1,2.5,8.0,1.9,-1.1,0.8,-2.2
O=C(N=C1SC2CS(=O)(=O)CC2N1c1ccc(Cl)cc1Cl)C1CCCO1 (stereo not drawn),94.0,0.5,3.6,3.0,-0.5,3.9,1.6,1.3,0.5,10.2
CCCCn1cnc2cc(NCc3ccncc3)ccc21,99.0,0.3,-3.9,3.5,-2.0,10.1,4.7,0.4,-0.5,0.9
Cc1onc(-c2c(F)cccc2Cl)c1C(=O)Nc1cccc2nsnc12,87.0,-0.1,-3.5,1.6,-2.4,-6.3,-1.8,-7.8,1.5,-0.6
Cc1ccc(-c2n[nH]c(=S)n2C)cc1Cl,102.0,0.1,-0.1,0.7,-0.5,-4.8,-10.1,1.0,-1.7,-1.4
Cc1cccc(OCc2nnc(SCCC(=O)O)n2-c2ccccc2)c1,99.0,0.0,-2.1,0.6,1.4,3.3,-1.2,-0.4,0.4,-3.9
Cc1cc2c(c(=O)o1)C(C(C)C)C(C#N)=C(N)O2 (stereo not drawn),94.0,-0.2,0.6,5.5,4.4,7.0,12.3,4.1,1.8,-1.1
CCn1nc(C(=O)NCCc2ccc(S(N)(=O)=O)cc2)c2ccccc2c1=O,102.0,-0.2,-8.8,4.9,3.8,6.8,6.3,0.4,-1.8,6.0
O=C(CNC(=O)c1ccccc1F)OCc1csc(-c2ccccc2)n1,104.0,0.1,-0.7,2.0,0.0,28.1,6.2,1.5,-1.8,3.4
Cc1cc(NC(=O)CSc2cn(CCNC(=O)c3ccc(F)cc3)c3ccccc23)no1,94.0,0.1,-2.5,-2.3,-0.1,-3.7,7.0,0.2,-1.3,-2.5
c1ccc(Oc2nc(N3CCOCC3)nc(N3CCOCC3)n2)cc1,97.0,-0.3,1.7,-5.8,2.5,12.5,6.4,-0.5,0.6,3.8
COc1ccc([N+](=O)[O-])cc1-c1[nH]c(-c2ccc(C(=O)O)cc2)nc1-c1ccccc1,100.0,-0.1,-16.6,3.9,-0.6,4.6,1.7,-2.9,-1.5,-4.5
O=C(Nc1ccc(F)cc1)N1CCCC(c2nc3c(nnn3Cc3ccccc3Cl)c(=O)[nH]2)C1 (stereo not drawn),101.0,0.0,-2.4,2.1,-2.8,10.5,8.0,7.4,-2.6,8.4
O=C(/C=C/Nc1ccccc1)c1ccc(Cl)cc1Cl,105.0,0.0,7.3,-2.0,-0.4,-7.0,-15.3,-12.9,0.3,-1.6
Cc1cccc(C(=O)Nc2c(C(=O)N(C)C)cnn2-c2ccccc2)c1,101.0,0.0,-36.3,3.3,0.5,-3.5,-1.3,1.0,-1.5,4.6
CC1CCN(c2ccc(NC(=O)c3ccc(Br)o3)cc2)CC1,105.0,0.1,-6.0,2.8,-0.5,5.5,-8.8,-9.1,1.9,-4.3
COc1ccc(C=O)cc1COc1ccc([N+](=O)[O-])c(C)c1,99.0,0.0,1.3,0.2,2.2,-20.5,14.1,2.2,-4.4,-4.0
O=C(c1ccc2nc(-c3ccco3)c(-c3ccco3)nc2c1)N1CCN(c2ccccc2)CC1,103.0,-0.3,4.5,1.5,0.3,2.9,13.4,0.9,-0.3,5.2
Clc1ccc(Sc2ccccn2)cc1,94.0,-0.1,-14.7,-0.9,-0.5,1.4,-6.1,0.6,-0.3,2.3
O=C(NC(C(=O)N/N=C/c1ccccc1)c1n[nH]c(=O)c2ccccc12)c1ccccc1 (stereo not drawn),98.0,0.0,-1.6,2.1,1.3,-0.1,22.8,-1.0,0.0,0.8
O=C(c1ccccc1)n1ccc2ccccc21,100.0,-0.1,-2.8,-2.7,-3.0,3.5,-19.3,-1.2,1.2,-0.4
Cc1ccc(C)c(N2CCN(C(=O)Cc3cn(C)c4ccccc34)CC2)c1,99.0,-0.2,2.7,-6.2,1.0,-1.8,2.5,-1.3,-1.3,11.8
O=C(Cc1ccc(S(=O)(=O)N2CCOCC2)s1)Nc1ccc(Br)c(C(F)(F)F)c1,99.0,0.8,-1.0,-4.6,-0.4,3.8,-16.4,-4.4,0.1,-8.1
CSCCC(NC(=O)c1ccc([N+](=O)[O-])cc1Cl)C(=O)OCC(=O)NCC(F)(F)F (stereo not drawn),79.0,-0.2,0.8,1.1,0.3,11.1,-3.5,3.2,-0.9,-2.4
O=[N+]([O-])c1ccc(O)c(C=Nc2ccc3c(c2)OCCO3)c1,103.0,-0.1,-1.3,-2.6,2.2,3.4,2.0,-15.2,-2.0,-2.8
C/C(=N\NC(=O)c1c(Cl)cnn1C)c1cccc(NC(=O)c2ccc(C)cc2)c1,100.0,0.1,-3.1,-5.0,0.1,11.5,-6.2,0.5,2.1,0.9
COc1ccc(C(CNC(=O)C(C)Oc2ccc(Br)cc2)N2CCCC2)cc1 (stereo not drawn),101.0,0.2,6.5,-10.3,0.1,2.9,-4.2,-1.3,0.3,-3.4
CSc1nsc(SC)c1C(N)=O,99.0,0.2,-1.7,2.8,0.9,2.3,3.6,0.0,-0.8,4.0
CC(=O)/C=C(\C)Nc1ccc(-c2cnc(-c3ccccc3)o2)cc1,100.0,-0.2,-2.2,-0.8,-3.3,16.9,-25.8,-5.6,0.3,-4.0
CCn1cc(C(=O)N[C@@H](CCSC)C(=O)NC(C)(C)CO)c(=O)c2cc3c(cc21)OCO3,110.0,0.0,-5.1,-0.6,-0.4,11.1,2.1,0.7,-1.3,2.5
CCOC(=O)[C@@H]1[C@H]2COc3ccc(Br)cc3[C@@H]2N2C(=O)N(c3ccc(Br)cc3)C(=O)[C@@]12C,88.0,0.2,-14.4,-0.8,-0.3,8.8,-9.9,-0.8,-1.4,-3.2

# Screens from PubChem BioAssay.
